HP1b binding inh = HTS for Inhibitors of HP1-beta Chromodomain Interactions with Methylated Histone Tails; Chromobox protein homolog 1 (Homo sapiens), P83916; AlphaScreen HP1-beta / biotin-H3K9me3 peptide binding; Potency, µM (doses to about 114 µM), for the others: at the highest dose activity change, negative = inhibition, usual class: inhibitors; 0.56% of 390,000 active; further: nearly all actives have a fitted effect of over 70% in size; inactives centre near 23
Target sequence (P83916 whole entry, looked up): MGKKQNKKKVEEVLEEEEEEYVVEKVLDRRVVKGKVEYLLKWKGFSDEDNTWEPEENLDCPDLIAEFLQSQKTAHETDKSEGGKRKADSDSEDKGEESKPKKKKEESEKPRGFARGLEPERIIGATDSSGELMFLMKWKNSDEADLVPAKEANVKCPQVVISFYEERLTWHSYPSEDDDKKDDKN
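AlphaScreen: HP1-beta (50 nM) preformed 30 min with biotin-H3(1-18)K9me3 peptide (50 nM) in PBS pH 7.4, 0.01% Tween-20. Compound added for 30 min at RT, then streptavidin donor/nickel chelate acceptor beads (10 ug/mL) for 30 min.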
Tb PGK inh = qHTS Assay to Find Inhibitors of Phosphoglycerate Kinase | Potency, µM (titrated, usually from 57.5 µM), for inactives: at the highest dose activity change, negative = inhibition, usual class: inhibitors | PGK/GAPDH coupled, Kinase-Glo luminescence, 60 min | Phosphoglycerate kinase, glycosomal (Trypanosoma brucei brucei), P07378 | 0.043% of 380,000 active; further: on the % scale 0 is the no-effect control and ±100 the full control effect; nearly all actives have a fitted effect of over 60% in size
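Luminescent ATP detection (Kinase-Glo Plus) follows a 60-minute room-temperature incubation, with wells lacking PGK as controls. Buffer: 100 mM TEA (pH 7.6), 5 mM MgCl2, 0.01% Tween-20. Coupling enzyme GAPDH (100 nM final) supplies unstable 1,3-BPG in-well.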
GLS inhibitor = qHTS for Inhibitors of Glutaminase (GLS); Glutaminase kidney isoform, mitochondrial (Homo sapiens), O94925; GLS enzymatic activity, qHTS titration; Potency, µM (top dose mostly 45.5 µM), inactives show at the highest dose activity change, negative = inhibition, actives largely listed as inhibitors; 0.21% of 410,000 active; further: on the % scale 0 is the no-effect control and ±100 the full control effect
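Enzyme dispensed in phosphate buffer (45 mM, pH 8.2, 0.02% Tween-20), compounds pinned in, then 1 mM L-glutamine solution and the glutamate oxidase–HRP–Amplex Red mix added; fluorescence read immediately and again after 30 min at room temperature.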
G9a block = qHTS Assay for Inhibitors of Histone Lysine Methyltransferase G9a; AID 504332, 2011; G9a H3K9 monomethylation, AlphaScreen, 2 h; 8.8% of 350,000 active; Potency, µM (top dose mostly 102 µM), without a hit: at the highest dose activity, negative = inhibition, most hits filed as inhibitors; Histone-lysine N-methyltransferase EHMT2 (Homo sapiens), Q96KQ7; further: on the % scale 0 is the no-effect control and ±100 the full control effect; nearly all actives have a fitted effect of over 75% in size
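Methyltransferase reactions run at room temperature for 2 h (20 nM enzyme, 500 nM biotin-H3K9 peptide, 20 uM SAM) after a 15 min compound preincubation; product detected by AlphaScreen beads and anti-H3K9me1 antibody.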
JMJD2A Tudor = qHTS Assay for Inhibitors of JMJD2A-Tudor Domain. Lysine-specific demethylase 4A (Homo sapiens), O75164. AlphaScreen JMJD2A-Tudor / H3K4me3 peptide binding. Potency, µM (series often up to 114 µM), inactives show at the top dose activity change, negative = inhibition, usual class: inhibitors. 4.4% of 390,000 active. AID 504339, 2011; further: on the % scale 0 is the no-effect control and ±100 the full control effect; nearly all actives have a fitted effect of over 50% in size
BLM helicase inh = qHTS Assay for Inhibitors of Bloom's syndrome helicase (BLM); RecQ-like DNA helicase BLM (Homo sapiens), P54132; recombinant BLM DNA unwinding, fluorescence dequenching; Potency, µM (top dose mostly 56.1 µM), without a hit: at the top dose activity change, negative = inhibition, actives largely listed as inhibitors; 0.2% of 350,000 active; AID 2528, 2010;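 further: plate controls were vehicle for no effect and no enzyme for full effect; nearly all actives have a fitted effect of over 35% in size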
Pin1 inh = qHTS Assay to Find Inhibitors of Pin1 | Peptidyl-prolyl cis-trans isomerase NIMA-interacting 1 (Homo sapiens), Q13526 | AID 504891, 2011 | Pin1 FP peptide displacement, HiFluor488, 10 min | Potency, µM (series often up to 115 µM), for inactives: top-dose activity, negative = inhibition, usual class: inhibitors | 0.009% of 390,000 active; active means well fitted inhibition curve with a large enough effect in the polarisation, with a control signal flat, not every such curve was filed as active; inconclusive means small, poorly fitted or top-dose-only effect, or effect the other way, or a change in a side signal; inactive means no such curve, though single readings can be large or run the other way; the % refers to the polarisation; further: on the % scale 0 is the no-effect control and ±100 the full control effect
Target sequence (Q13526 whole entry, looked up): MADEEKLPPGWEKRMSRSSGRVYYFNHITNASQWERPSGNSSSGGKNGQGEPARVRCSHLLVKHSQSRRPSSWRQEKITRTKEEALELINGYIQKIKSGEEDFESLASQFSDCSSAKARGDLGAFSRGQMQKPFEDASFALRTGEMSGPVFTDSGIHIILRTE
Pol iota inh = qHTS for Inhibitors of Polymerase Iota | 1% of 390,000 active | Potency, µM (top dose mostly 115 µM), inactives show top-dose activity, negative = inhibition, actives largely listed as inhibitors | Pol iota fluorescent replication assay, 10 min
Target sequence (Q9UNA4 whole entry, looked up): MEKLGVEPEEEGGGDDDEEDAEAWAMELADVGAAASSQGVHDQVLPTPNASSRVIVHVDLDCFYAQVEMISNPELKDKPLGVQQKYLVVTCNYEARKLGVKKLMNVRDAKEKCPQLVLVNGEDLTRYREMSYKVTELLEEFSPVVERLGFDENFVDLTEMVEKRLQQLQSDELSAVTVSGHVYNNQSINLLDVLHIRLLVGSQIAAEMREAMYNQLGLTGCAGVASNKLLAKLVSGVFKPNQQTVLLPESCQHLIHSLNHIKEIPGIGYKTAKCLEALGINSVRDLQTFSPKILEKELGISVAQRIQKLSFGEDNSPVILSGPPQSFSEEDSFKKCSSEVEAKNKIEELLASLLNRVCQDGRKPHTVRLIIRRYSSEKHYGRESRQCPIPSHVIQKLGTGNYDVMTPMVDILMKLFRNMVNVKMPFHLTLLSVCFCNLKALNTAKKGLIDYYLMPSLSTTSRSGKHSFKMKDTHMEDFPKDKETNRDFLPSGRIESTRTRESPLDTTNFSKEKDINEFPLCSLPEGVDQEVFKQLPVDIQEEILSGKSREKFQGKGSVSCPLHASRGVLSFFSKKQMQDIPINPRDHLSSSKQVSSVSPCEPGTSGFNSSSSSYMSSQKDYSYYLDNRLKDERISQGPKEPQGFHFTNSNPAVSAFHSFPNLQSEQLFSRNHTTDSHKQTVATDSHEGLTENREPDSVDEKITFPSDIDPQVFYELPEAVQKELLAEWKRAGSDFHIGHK
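Fluorescent replication assay read twice, at 0 min and 10 min after adding 50 nM (final) substrate. Enzyme (10 nM) and compounds were first incubated 15 min at room temperature; enzyme-free buffer wells were negative controls.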
BAZ2B inh = qHTS Assay for Inhibitors of BAZ2B. Bromodomain adjacent to zinc finger domain protein 2B (Homo sapiens), Q9UIF8. AlphaScreen BAZ2B-H3K14Ac peptide displacement. Potency, µM (highest dose often 114 µM), for inactives: at the top dose activity change, negative = inhibition, usual class: inhibitors. 4.4% of 360,000 active. AID 504333, 2011; further: on the % scale 0 is the no-effect control and ±100 the full control effect; nearly all actives have a fitted effect of over 60% in size
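Compounds, titrated to a top concentration of 110 uM, were incubated 30 min at room temperature with preformed BAZ2B/acetyl-K14 H3 peptide complex (50 nM each). Proximity signal was measured by AlphaScreen after 20 min with beads.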
Active calls of the source: *; i = inactive; ? = inconclusive; nt = not tested or not shown; [ ] = dose if it differs, or a comment. Unless noted, the call rests on the fitted dose curve; in most records, active means well fitted curve in the direction sought with a large enough effect; inconclusive means small, poorly fitted or top-dose-only effect, or another doubt; inactive means no such curve, though single readings can be large; an effect the other way counts as inactive or inconclusive. Potency means the concentration at half of the fitted maximal effect. This is a subset; count on the stated rates, not on these rows.

Start of the listing, in advance, two compounds:
SMILES | HP1b binding inh | Tb PGK inh | GLS inhibitor | G9a block | JMJD2A Tudor | BLM helicase inh | Pin1 inh | Pol iota inh | BAZ2B inh
CC(=O)NC(Cc1ccccc1)C(=O)N1CCN(C(=O)c2cccs2)CC1 (stereo unspecified) | -0.1% | -5.0% | -7.4% | -11.9%[59 µM] | 3.6% | 2.0% | -12.4% | -4.1% | 10.4%
O=C(Cc1cccs1)N1CCN(c2ccc(F)cc2)CC1 | 25.5% | 4.7% | 26.6% | 8.9%[59 µM] | -1.1% | 5.9% | -2.5% | 9.8% | 3.8%

Main list, repeating the preview:
SMILES | HP1b binding inh | Tb PGK inh | GLS inhibitor | G9a block | JMJD2A Tudor | BLM helicase inh | Pin1 inh | Pol iota inh | BAZ2B inh
CC(=O)NC(Cc1ccccc1)C(=O)N1CCN(C(=O)c2cccs2)CC1 (stereo unspecified) | -0.1% | -5.0% | -7.4% | -11.9%[59 µM] | 3.6% | 2.0% | -12.4% | -4.1% | 10.4%
O=C(Cc1cccs1)N1CCN(c2ccc(F)cc2)CC1 | 25.5% | 4.7% | 26.6% | 8.9%[59 µM] | -1.1% | 5.9% | -2.5% | 9.8% | 3.8%
N=C(N)SCCc1cccc(CCSC(=N)N)c1 | 22.8% | -2.3% | 2.8% | 3.55µM* | -7.2% | nt | -8.8% | -4.3%[58.9 µM] | nt
C/C(=C\C#N)n1nc(C)cc1N | 6.6% | i[11.5 µM] | 22.5% | 7.6% | 1.2% | -3.5% | 0.9% | -17.2% | 3.2%
Cc1ccc(S(=O)(=O)N2CCN(CCOc3c(Cl)cccc3Cl)CC2)cc1C | 46.1% | i | -1.0% | 13.1%[12.7 µM] | -5.0% | nt | 6.8% | -7.3% | -3.0%
Cc1ccc(S(=O)(=O)N2CCN(c3nc(-c4cccs4)nc4c3ncn4COC(=O)C(C)(C)C)CC2)cc1 | 30.0% | nt | nt | nt | -16.3% | nt | -9.9% | 38.2%[activator] | nt
CN(C(=O)/C=C/c1ccccc1)C1CCCCC1 | 20.8% | -5.3% | -15.1% | nt | 16.9% | nt | 1.9% | 9.8% | nt
Cn1cnc(C(=O)NCc2ccc(CNC(=O)OC(C)(C)C)cc2)c1C(=O)NCc1ccc(CNC(=O)OC(C)(C)C)cc1 | 59.9%[activator] | -4.8% | -8.6% | nt | -6.4% | nt | 9.9% | 24.3% | nt
O=C(NCc1nnc(SCC(=O)N2CCC(Cc3ccccc3)CC2)o1)c1ccco1 | 5.4% | i | -1.2% | 10.3%[59 µM] | -13.9% | -12.9% | -10.4% | 176.0%[activator] | -16.3%
COc1ccccc1N1CCN(S(=O)(=O)c2ccc3c(c2)n(C)c(=O)n3C)CC1 | 5.2% | -2.2% | 0.3% | -1.7% | -12.7% | 1.6% | 0.7% | 79.4%[activator] | ?
CCCN1Cc2cccc(C(=O)Nc3ccc4c(c3)OCCO4)c2C1=O | 47.3%[activator] | -3.4% | -0.5% | ? | 2.8% | -7.1% | -5.9% | 20.8% | -10.2%
COc1ccc(-c2noc(CCC(N)=O)n2)cc1OC | -7.6% | -4.4% | 1.3% | 8.4%[12.7 µM] | 6.7% | 0.9% | -0.2% | 2.8% | -5.2%
COc1ccc(C(CC(=O)Nc2cc(Cl)c(OC)cc2OC)N2Cc3ccccc3C2=O)cc1 (stereo unspecified) | 19.9% | 5.5% | -12.3% | -33.2%[59 µM] | -16.2% | -6.3% | 2.5% | 6.5% | -14.9%
O=C(NCCc1ccc(Cl)cc1Cl)C1=CC=CN2CCS(=O)(=O)N=C12 | 78.5%[activator] | -1.0% | -5.3% | -5.5%[12.7 µM] | -4.1% | nt | 5.3% | 2.3% | 4.4%
COc1ccc(NC(=O)CN2C(=O)C(=O)c3ccccc32)c(OC)c1 | 17.1% | -6.2% | -2.3% | 3.7%[59 µM] | -10.3% | -1.9% | 9.1% | 29.2% | -3.1%
CCCOc1ccccc1OCC(=O)Nc1ccc(S(=O)(=O)N2CCCCC2)cc1 | 27.1% | 0.8% | 1.6% | 13.6% | -9.6% | nt | -0.9% | 47.5%[activator] | -4.8%
O=C(NCCc1ccccc1)c1oc2ccccc2c1COc1ccccc1 | 162.7%[activator] | -10.0% | -11.2% | 74.4%[activator][59 µM] | 88.5%[activator] | -5.6% | 19.4% | 154.6%[activator] | 37.8%[activator]
CCNC(=O)Cc1ccc(NC(=O)N2CCCCc3ccccc32)cc1 | 51.0%[activator] | -4.2% | -2.4% | 0.1%[59 µM] | 0.3% | -0.5% | -1.7% | 20.2% | -1.1%
O=C(CN1C(=O)S/C(=C\c2ccc(Cl)cc2)C1=O)NC1C=CS(=O)(=O)C1 (stereo unspecified) | -0.2% | i | 0.6% | 10.2% | 20µM* | -8.1% | 1.3% | 11.4% | -13.2%[57.1 µM]
COc1ccc(CCNC(=O)COC(=O)c2ccco2)cc1OC | 29.3% | -0.6% | 3.2% | -4.2% | -3.0% | -3.2% | 11.1% | 42.7%[activator] | 8.7%
COc1ccc(-c2csc3nc(-c4ccc(Cl)cc4)oc(=O)c23)cc1 | 33.1% | -8.5% | -18.4% | -21.1%[59 µM] | 0.0% | -2.6% | 2.7% | 0.6% | 2.8%
CCCSc1nsc(NC(=O)C(c2ccccc2)c2ccccc2)n1 | 72.6% | -16.4% | ? | ? | 27.7% | -0.8% | 19.0% | -11.7% | -1.3%
CCc1ccccc1NC(=O)Cn1c(=O)n(CC(=O)NCCc2ccccc2)c(=O)c2ccccc21 | 17.3% | i | 0.6% | -25.6%[59 µM] | -4.1% | -3.2% | 5.5% | 6.5% | -5.3%
CCOC(=O)Nc1cc(OCC)c(NC(=O)C2CC2)cc1OCC | 20.3% | nt | -5.8% | 5.7%[59 µM] | -14.1% | -2.8% | -1.7% | 10.7% | 3.2%
O=C(CN1C(=O)C2CC=CCC2C1=O)Nc1nnc(C2CC2)s1 (stereo unspecified) | 45.9% | 0.0% | -1.4% | 2.7%[2.33 µM] | -1.3% | nt | 2.1% | 5.0% | 4.7%
Cc1cc(NCC2CCCCC2)nc2ccccc12 | 60.6%[activator] | i | 3.2% | 1.8% | 27.5% | 1.7% | 3.2% | 100.2%[activator] | 25.0%
O=C(Nc1ccc(F)c(Cl)c1)c1ccc2c(c1)OCO2 | 44.4%[activator] | -4.3% | -20.8% | nt | 4.8% | -20.6% | -2.9% | 91.9%[activator] | ?
CCC(O)c1cc2c(cc1NC(=O)c1cccc(Br)c1)OCCO2 (stereo unspecified) | 29.4% | -6.8% | 1.0% | 11.8%[59 µM] | -7.8% | -0.3% | 5.2% | 14.3% | 1.3%
CC(C)CC(=O)Nc1cc(C(F)(F)F)ccc1N1CCOCC1 | 22.7% | 3.4% | 7.8% | -30.9%[59 µM] | 0.0% | -0.1% | 1.2% | 8.6% | 27.2%
Cn1c(=O)[nH]c(=O)c2c1nc(N1CCCCCC1)n2CC(N)=O | 32.9% | -2.3% | -3.1% | 20.1%[59 µM] | -3.2% | 1.2% | 1.1% | 3.5% | 6.4%
O=C(NCc1ccc2c(c1)OCO2)C1CC(=O)N(CCc2ccc(F)cc2)C1 (stereo unspecified) | -6.7% | -0.1% | 0.8% | -19.3% | -16.2% | 1.0% | -0.2% | 64.8%[activator] | 2.2%
O=S(=O)(NCC(O)c1ccccc1)c1cc(Cl)sc1Cl (stereo unspecified) | 15.1% | -9.4% | -0.8% | 27.0% | 0.8% | -3.6% | 1.7% | -16.3% | -13.1%
C=C1CCN(c2ccc(C(=O)NCc3ccc(C)cc3)cc2[N+](=O)[O-])CC1 | -22.7% | -2.5% | 0.3% | nt | ? | -8.0% | -0.4% | 12.8% | ?
CC1CCN(C(=O)CSc2nncn2-c2ccccn2)CC1 | -18.9% | -1.5% | nt | 7.08µM* | 1.1% | -0.9% | 2.9% | 10.8% | 9.3%
C=CCN1C(=O)CN=C1Nc1cccc(C)c1 | 51.2%[activator] | 1.6% | -29.0% | 35.5µM* | -35.8% | -1.7% | -0.9% | 8.8% | ?
CCCCCc1cc(=O)oc2c(C(CCN3CCN(c4ccccc4)CC3)c3ccc(N(C)C)cc3)c(OC)cc(OC)c12 (stereo unspecified) | ? | -7.4% | 3.0% | ? | 22.4µM* | -3.4% | 2.2% | -23.9% | 6.31µM*
NC(=O)CCn1c(C(=O)c2ccc(Cl)cc2)c2ccccc2[n+]1[O-] | 25.3% | -9.2% | 0.2% | 8.4% | -20.0% | 0.6% | -0.2% | 22.3% | -33.7%
c1ccc(OCCCn2nnc(-c3cccnc3)n2)cc1 | 10.4% | nt | 1.3% | -5.6% | -3.1% | -0.6% | -5.5% | -1.5% | 5.0%
O=C(NCCS(=O)(=O)N1CCN(c2ccccc2)CC1)c1ccco1 | 18.5% | -9.9% | -4.0% | ? | -11.7% | nt | 2.5% | 0.8% | -12.5%
COc1ccc(-c2onc(C)c2C)cc1S(=O)(=O)NCC1CCN(Cc2ccccc2F)CC1 | -16.6% | 1.4% | 0.5% | 0.3%[59 µM] | -31.8% | -1.6% | 0.2% | -9.0% | -20.3%
COc1ccc(/C=C/C(=O)N2CCN(c3ccccn3)CC2)c2ccccc12 | ? | -12.0% | -16.7% | ? | ? | -6.7% | 0.3% | 133.9%[activator] | -32.4%

Bioassay records (PubChem BioAssay)
